Source: PubChem (several laboratories)
GPR55 activation: GPR55 agonists via beta-arrestin recruitment, primary screen, imaging, U2OS cells, beta-arrestin-GFP redistribution (AID 1961); U2OS GPR55 beta-arrestin-GFP redistribution imaging; higher % means a stronger effect; activation, % at 10 µM; hits with a dose series show EC50 in µM; 290,000 compounds, 0.048% hits;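 active means activation above 40% with more than 50 cells counted in the well; inconclusive means wells holding fewer than 50 cells, flagged as toxic or sparse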;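 further: U2OS osteosarcoma cells stably expressing GPR55 and beta-arrestin-GFP; plate controls were DMSO negative control for no effect and LPI positive control for full effect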
UTI89 phage lysis: inhibition of K1F phage lysis, E. coli UTI89, bacterial capsule biogenesis inhibitors, alamar blue (AID 488966) | E. coli UTI89 K1F phage lysis, alamar blue, 2 h; higher % means a stronger effect | inhibition, % at 100 µM; hits with a dose series show IC50 in µM | 340,000 compounds, 0.02% hits;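 active means phage lysis inhibition, versus mean bacterial control, above a set limit; inconclusive means no clear call, values can overlap the other calls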;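 further: capsule biogenesis inhibitors block K1F phage lysis so surviving cells raise fluorescence; higher fluorescence means more inhibition of phage lysis; actives were called in the ten point dose series up to 300 µM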
NS5 inhibitors: flavivirus cap methylation enzyme inhibition – biochemical, confirmation dose response, primary screen (AID 588689) | Dengue-2 NS5 methyltransferase capping enzyme assay, biochemical; higher % means a stronger effect | inhibition, % at 25 µM, or IC50 in µM where a hit was titrated | 340,000 compounds, 0.3% hits; in the data active means a potency from the dose series; inconclusive means inhibition above about 29% without an active follow-up result
SIAH1 antagonists: Siah-1 peptide-binding antagonists, primary screen, biochemical, fluorescence polarization, rhodamine-plectin, uHTS (AID 1817); Siah-1 / rhodamine-plectin peptide fluorescence polarization; higher % means a stronger effect; displacement, % at 20 µM; hits with a dose series show IC50 in µM; 290,000 compounds, 0.02% hits;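 active means displacement of at least 50% at 20 µM, with a fluorescence ratio check between 0.3 and a set limit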;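 further: plate controls were Siah plus tracer with DMSO for no effect and tracer alone without Siah for full effect; strong numbers were not always called active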
GPR55 LPI antagonism: inhibition of LPI-stimulated GPR55 beta-arrestin translocation – imaging, U2OS, beta-arrestin-GFP, LPI agonist, primary screen (AID 2013). U2OS GPR55 beta-arrestin-GFP translocation imaging, LPI antagonism; higher % means a stronger effect. inhibition, % at 10 µM, or IC50 in µM where a hit was titrated. 290,000 compounds, 0.13% hits;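 active means spots per cell inhibited over 60%, with over 100 cells counted and total cytoplasm intensity under 500,000; inconclusive means wells with under 100 cells, flagged as likely toxic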;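 further: U2OS cells stably carrying GPR55 and arrestin-GFP stimulated by 5 µM LPI near EC80; imaged beta-arrestin-GFP aggregate spots per cell after agonist stimulation; plate controls were LPI-stimulated DMSO wells for no effect and DMSO wells without LPI for full effect; some results filed as inactive read as strong as hits; confirmed hits need IC50 under 10 µM and bright autofluorescent wells are also inconclusive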
NTR1 ag: agonists of NTR1, primary screen, imaging, U2OS cells, beta-arrestin-GFP, high content (AID 493036) | NTR1-U2OS beta-arrestin-GFP spot imaging, agonist mode | 330,000 compounds, 0.17% hits | P30989 | activation, % at 20 µM;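 active means activation at or above 40% of the spot to cytoplasm intensity ratio, with at least 20 cells analyzed; inconclusive means wells under 20 cells, flagged as cytotoxic or low count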;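 further: 0% = DMSO without peptide and 100% = 100 nM NTR1 peptide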
Target sequence (P30989 whole entry, looked up): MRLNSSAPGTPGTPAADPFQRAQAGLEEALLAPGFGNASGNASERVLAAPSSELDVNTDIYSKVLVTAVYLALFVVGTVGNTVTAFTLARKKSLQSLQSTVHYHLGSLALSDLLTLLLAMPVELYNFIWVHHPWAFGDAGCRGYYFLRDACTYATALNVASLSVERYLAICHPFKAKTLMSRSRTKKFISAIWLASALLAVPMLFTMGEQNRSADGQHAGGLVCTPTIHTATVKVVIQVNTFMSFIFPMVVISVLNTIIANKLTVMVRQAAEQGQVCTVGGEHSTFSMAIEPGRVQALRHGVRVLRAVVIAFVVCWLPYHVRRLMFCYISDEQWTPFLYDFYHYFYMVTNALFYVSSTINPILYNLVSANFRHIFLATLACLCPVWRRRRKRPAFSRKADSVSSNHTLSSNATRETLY
GPR35 arrestin U2OS: inhibition of zaprinast-stimulated GPR35 beta-arrestin translocation – imaging, U2OS, beta-arrestin-GFP, zaprinast agonist, primary screen (AID 2058); U2OS GPR35 beta-arrestin-GFP translocation imaging, zaprinast antagonism; higher % means a stronger effect; 290,000 compounds, 0.052% hits; inhibition, % at 10 µM; hits with a dose series show IC50 in µM;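 active means inhibition of at least 50% with at least 30 cells and total cytoplasm GFP at most 10,000,000; inconclusive means under 30 cells or total GFP of 10,000,000 plus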
HIV peptide binding: inhibitors of HIV fusion peptide binding, primary screen, biochemical, uHTS, fluorescence dequenching (AID 1986); cell-free peptide binding, fluorescence dequenching, 30 min; higher % means a stronger effect; inhibition, % at 20 µM, or IC50 in µM where a hit was titrated; 290,000 compounds, 0.3% hits; in the data active means inhibition mostly above about 52%, no sharp cut-off; inactive means mostly below about 76%; further: some results filed as inactive read as strong as hits
AID2073: inhibitors of Mint1-CaV2.2 protein interaction, biochemical, HTRF (AID 2073) | HTRF protein-protein interaction, Mint1-CaV2.2; higher % means a stronger effect | one-dose inhibition, % at 20 µM; IC50 in µM for titrated hits | 290,000 compounds, 0.19% hits; in the data active means inhibition mostly above about 51%, no sharp cut-off; inconclusive means no clear call, values can overlap the other calls; inactive means mostly below about 53%; further: some results filed as inactive read as strong as hits
NTR1 ag cell count 20 µM: recorded beside NTR1 ag, whose call it bears; cell count; measured here: cell count, cytotoxicity flag
NS5 inhibitors pilot replicate: second read-out of NS5 inhibitors, no call of its own (marks repeat the call); inhibition, %; measured here: pilot screen replicate inhibition
* marks the source's active call; other numbers are inactive results; ? = inconclusive; nt = not tested or not shown; [ ] = dose if it differs, or a comment. Rows were taken by chance; about 1.2% have a hit in one of these screens.

Start of the listing, in advance, four compounds:
SMILES | GPR55 activation | UTI89 phage lysis | NS5 inhibitors | SIAH1 antagonists | GPR55 LPI antagonism | NTR1 ag | NTR1 ag cell count 20 µM | GPR35 arrestin U2OS | HIV peptide binding | AID2073 | others
O=C(CCS(=O)NCc1ccccc1)NCc1ccccc1 (stereo unspecified) | -0.1% | nt | nt | -2% | 6% | 0.3 | 63 | 4% | 6.9% | 5%
O=C1CC(Cc2ccccc2)C(=O)N1CCCn1ccnc1 (stereo unspecified) | 0.2% | nt | nt | 3% | -4% | 1.1 | 87 | -13% | 1.2% | -1%
N=c1oc2ccccc2cc1C(=O)Nc1ccc(F)cc1 | 0.0% | 1.9%[50 µM] | -3% | 0% | 2% | nt | nt | 2% | 0.8% | 6%
COc1cc(/C=N/NC(=O)CNc2n[nH]c(=O)[nH]c2=O)ccc1OCc1ccccc1 | 0.3% | 0.2% | -1% | 8% | 13% | 0.9 | 61 | -1% | -1.3% | 18%

The list itself, from the first entry:
SMILES | GPR55 activation | UTI89 phage lysis | NS5 inhibitors | SIAH1 antagonists | GPR55 LPI antagonism | NTR1 ag | NTR1 ag cell count 20 µM | GPR35 arrestin U2OS | HIV peptide binding | AID2073 | others
O=C(CCS(=O)NCc1ccccc1)NCc1ccccc1 (stereo unspecified) | -0.1% | nt | nt | -2% | 6% | 0.3 | 63 | 4% | 6.9% | 5%
O=C1CC(Cc2ccccc2)C(=O)N1CCCn1ccnc1 (stereo unspecified) | 0.2% | nt | nt | 3% | -4% | 1.1 | 87 | -13% | 1.2% | -1%
N=c1oc2ccccc2cc1C(=O)Nc1ccc(F)cc1 | 0.0% | 1.9%[50 µM] | -3% | 0% | 2% | nt | nt | 2% | 0.8% | 6%
COc1cc(/C=N/NC(=O)CNc2n[nH]c(=O)[nH]c2=O)ccc1OCc1ccccc1 | 0.3% | 0.2% | -1% | 8% | 13% | 0.9 | 61 | -1% | -1.3% | 18%
N#C/C(=C/c1ccc(-c2ccccc2[N+](=O)[O-])o1)C(=O)NCCN1CCCCC1 | -0.2% | -0.4% | 6% | 5% | -9% | 4.9 | 42 | -14% | -1.4% | -2%
Cc1[nH]n(-c2ccccc2)c(=O)c1/C=N/NC(=O)c1cccc([N+](=O)[O-])c1 | 0.3% | 7.5% | 1% | -9% | 30% | 0.5 | 30 | 6% | -0.5% | 11%
CN(C)c1ccc(C(=O)NCc2ccc3c(c2)CCO3)cc1 | 0.2% | nt | nt | 3% | -7% | -0.2 | 57 | -4% | -0.1% | -12%
Cn1c(OCc2cccnc2)nc2c1c(=O)n(Cc1ccccc1)c(=O)n2C | -0.5% | 0.1% | 2% | 0% | 9% | -1.0 | 51 | -13% | 0.9% | -3%
COc1ccc(NC(=O)COC(C)=O)cc1Cl | 0.5% | 0.1% | -8% | 11% | 4% | 0.7 | 90 | 12% | -1.3% | 4%
O=C(CC1NC(=S)NC1=O)c1ccc(Cl)cc1 (stereo unspecified) | 1.2% | 0.0% | 9% | -4% | -19% | 0.9 | 63 | 1% | 0.8% | 4%
Cc1ccc2c(Cl)cc(Cl)c(OCC(=O)Nc3ccc(C)c(S(=O)(=O)N(C)C)c3)c2n1 | nt | nt | nt | -1% | -2% | 2.1 | 64 | -1% | -2.9% | -8%
Cc1ccc(SCCC(=O)N/N=C/c2ccncc2)cc1 | 0.4% | nt | nt | -5% | 8% | -0.9 | 19 | -2% | -2.4% | -7%
Cc1ccc(NC(=O)C2CCCN(S(=O)(=O)c3cnc[nH]3)C2)c(Br)c1 (stereo unspecified) | 0.6% | -0.6% | -4% | 0% | 5% | -0.2 | 67 | 14% | -0.5% | 10%
CN(C)c1nc(N(C)C)nc(N2CC(=O)N(c3ccccc3)C2=N)n1 | -0.3% | 0.3% | 1% | 8% | 1% | 0.9 | 39 | 4% | 0.6% | 12%
CCOc1cccc2cc(C(=O)NCc3ccccc3Cl)c(=O)oc12 | -0.2% | 0.1% | -6% | 2% | -13% | 1.7 | 65 | 16% | -0.8% | 9% | NS5 inhibitors pilot replicate=-1.2
CC(C)CC(NC(N)=O)C(=O)NCCc1ccc(Cl)cc1 (stereo unspecified) | -0.4% | -0.3% | -8% | 11% | 0% | 2.3 | 53 | -8% | -2.0% | -12%
CCOC(=O)C1=NN(c2ccccc2)C(c2ccccc2)CC1=O (stereo unspecified) | 0.0% | 0.4% | -6% | 3% | -1% | -0.4 | 90 | 19% | 0.5% | -2%
N#Cc1nc(-c2ccc(F)cc2)oc1N1CCCC1 | 1.3% | 0.3% | -6% | 0% | 4% | -0.2 | 52 | -5% | 0.8% | 10%
COc1ccc(-c2cc(C(=O)Nc3c(C)n(C)n(-c4ccccc4)c3=O)c3ccccc3n2)cc1 | 0.1% | -0.1% | 0% | 0% | 18% | -0.5 | 62 | -4% | -1.1% | 20%
COc1ccc(C)cc1S(=O)(=O)N1CCN(c2cccc(C(F)(F)F)c2)CC1 | -0.3% | 0.8% | -11% | -3% | -15% | -3.4 | 87 | -3% | -2.3% | -5%
O=C(OCC#CCSc1nnc(-c2ccccc2)o1)c1cc2ccccc2o1 | 0.2% | 2.6% | -2% | 4% | 10% | 6.0 | 60 | -8% | 0.9% | -8%
CN(C)c1ccc(/C=C2/NC(=O)NC2=O)cc1 | -0.3% | 0.5% | nt | -1% | 10% | 0.3 | 90 | 0% | 4.1% | -21%
O=C(Nc1c(C(=O)N2CCC(N3CCCCC3)CC2)oc2ccccc12)c1c(F)cccc1F | -0.2% | 0.2% | 1% | 1% | 8% | -0.6 | 59 | -10% | 1.5% | 18%
C/C(=N\NC(=O)c1ccc2ccccc2c1)c1cccnc1 | -0.1% | 0.2% | 2% | 14% | 5% | 1.1 | 77 | 14% | 0.8% | 18%
CC(C)=CCN1CCN(Cc2cnc(N3CCCC3)s2)CC1CCO (stereo unspecified) | 0.2% | 0.2% | -4% | 12% | 2% | -0.2 | 56 | 10% | 1.6% | -5%
COc1ccc(NC(=O)CSc2nnc(CNC(=O)c3ccco3)o2)cc1 | -0.4% | 0.4% | -1% | 3% | 2% | 0.9 | 87 | 13% | -1.3% | 2%
CC1CN(Cc2nc3c(c(=O)n(C)c(=O)n3C)n2Cc2ccccc2)CC(C)O1 (stereo unspecified) | -0.1% | -1.0% | 1% | -4% | 12% | -0.3 | 80 | 18% | 2.3% | -2%
CCOC(=O)N/N=C/c1cc(C)n(-c2ccccc2)c1C | 0.5% | 0.2% | -21% | -4% | -1% | 4.2 | 71 | 3% | 0.9% | 2%
CCOc1ccc(C2c3c(oc4cc(C)c(C)cc4c3=O)C(=O)N2CCCN2CCOCC2)cc1 (stereo unspecified) | -0.1% | ? | -3% | 8% | -4% | -0.3 | 40 | -17% | -0.5% | ?
O=[N+]([O-])c1ccc2[nH]cc(S(=O)(=O)N3CCN(c4cccc(Cl)c4)CC3)c2c1 | 0.1% | 0.4% | -2% | -6% | 4% | 41* | 55* | -10% | -0.7% | 14%
Cc1cc2ncn(C3CC(=O)N(Cc4ccc(N5CCCC5=O)cc4)C3=O)c2cc1C (stereo unspecified) | -0.2% | 4.4% | -1% | 2% | 7% | -1.2 | 74 | 5% | -1.6% | -3%
c1ccc(SCCN2CCc3ccccc3C2)cc1 | 0.2% | 0.2% | -2% | 11% | 3% | -0.5 | 90 | -5% | -0.7% | 4%
O=c1[nH]nc2n1CCCCC2 | 0.1% | 1.4% | 1% | 4% | 0% | -6.0 | 87 | 6% | -1.4% | -7%
CCC(=O)Nc1ccc(S(=O)(=O)Nc2c(NC)c3ccccc3oc2=O)cc1 | 0.1% | 0.3% | 15% | 12% | 11% | -1.4 | 48 | -9% | 1.8% | 15%
N/C(Cc1ccc(Cl)cc1)=N\OC(=O)c1cccc2ccccc12 | 1.1% | -0.2% | -8% | 2% | -1% | 9.1 | 54 | 2% | -1.7% | 1%
O=C1NCCCC1C(=O)N1CCN(C(=O)C2CCCNC2=O)CC1 (stereo unspecified) | -0.2% | nt | nt | -2% | -4% | nt | nt | -4% | 0.9% | 2%
COc1ccccc1-c1cc(N)n(S(=O)(=O)c2cccc3nsnc23)n1 | 0.3% | 0.2% | 3% | -1% | -6% | -0.2 | 69 | -4% | -1.1% | 3%
Cc1ccc(S(=O)(=O)c2nc(S(C)(=O)=O)sc2N2CCCC2)cc1 | 0.3% | 0.2% | -3% | 1% | 10% | 0.2 | 53 | -4% | -0.6% | -11%
CCS(=O)(=O)N1CCC(C(=O)Nc2cccc(F)c2)CC1 | 0.2% | 0.2% | 2% | -1% | 3% | -1.6 | 69 | 16% | 1.9% | -2%
O=C(CSc1nnc2ccccn12)c1ccc2c(c1)OCCO2 | -0.4% | 0.0% | -8% | -2% | 8% | 0.1 | 42 | -12% | -2.3% | -8%
O=C(CCn1[nH]c(=O)c2ccccc2c1=O)NCCO | -0.1% | 0.3% | -4% | 2% | 2% | 0.3 | 63 | -2% | 2.0% | 2%
O=C(c1ccco1)N1CCN(Cc2c(F)cccc2Cl)CC1 | -0.1% | -1.2% | nt | 4% | -16% | 0.7 | 45 | 18% | 0.6% | 9%
Cc1cc(O)cc(=O)n1CCc1ccccc1 | -0.2% | 1.1% | nt | -4% | 28% | -0.6 | 59 | -9% | -0.5% | 8%
Oc1ccc(-c2n[nH]c(=S)n2-c2ccc3c(c2)OCCO3)c(O)c1 | 0.8% | 3.6% | 3% | 3% | 11% | nt | nt | 5% | 20% | 16%
CSc1nc(C)c2c(c1C#N)CCCC2 | 0.3% | 5.6% | -5% | -5% | -2% | 1.2 | 52 | 13% | -1.8% | 4%
NCCCC(=O)N1c2ccccc2Sc2ccccc21 | 1.6% | 0.6% | -3% | 2% | -6% | -0.8 | 53 | 12% | 8.6% | -6%
Cc1cc(N2CCC(C)CC2)n2nc(C)c(-c3ccccc3)c2n1 | 0.5% | -0.4% | 1% | 4% | 1% | 2.8 | 83 | 5% | -0.4% | 17%
O=C(CNS(=O)(=O)c1ccccc1)NCC(=O)OCc1ccc(Cl)cc1 | -0.3% | 0.4% | 3% | 2% | 10% | -0.2 | 71 | 14% | -0.5% | 4%
